ELG1 genotoxic: genotoxicity induction in ELG1-luciferase HEK293T cells. HEK293T ELG1-luciferase reporter, luminescence, 16 h. Potency, µM (titrated, usually from 46 µM), for inactives: at the highest dose activity change, positive = activation, hits mostly activators. actives 1.3% (n = 330,000); further: potency means the concentration at half of the fitted maximal effect; % of control where 0% means no effect; nearly all actives have a fitted effect of over 60% in size
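Luminescence read-out: rising ELG1-luciferase signal, reflecting elevated ELG1 protein under genetic stress, flags genotoxic compounds. Cells were treated for 16 hr at 37 °C before ONE-Glo detection.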
USP2a inh: USP2a (human) protease inhibition; USP2 core, Ub-CHOP2 coupled fluorogenic reporter, 485/531; Potency, µM (series often up to 38.3 µM), for inactives: at the top dose activity change, negative = inhibition, most hits filed as inhibitors; O75604; actives 0.01% (n = 330,000); AID 463254;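 further: potency means the concentration at half of the fitted maximal effect; plate controls were DMSO wells for no effect and full inhibition by NEM control for full effect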
Target sequence (O75604 whole entry, looked up): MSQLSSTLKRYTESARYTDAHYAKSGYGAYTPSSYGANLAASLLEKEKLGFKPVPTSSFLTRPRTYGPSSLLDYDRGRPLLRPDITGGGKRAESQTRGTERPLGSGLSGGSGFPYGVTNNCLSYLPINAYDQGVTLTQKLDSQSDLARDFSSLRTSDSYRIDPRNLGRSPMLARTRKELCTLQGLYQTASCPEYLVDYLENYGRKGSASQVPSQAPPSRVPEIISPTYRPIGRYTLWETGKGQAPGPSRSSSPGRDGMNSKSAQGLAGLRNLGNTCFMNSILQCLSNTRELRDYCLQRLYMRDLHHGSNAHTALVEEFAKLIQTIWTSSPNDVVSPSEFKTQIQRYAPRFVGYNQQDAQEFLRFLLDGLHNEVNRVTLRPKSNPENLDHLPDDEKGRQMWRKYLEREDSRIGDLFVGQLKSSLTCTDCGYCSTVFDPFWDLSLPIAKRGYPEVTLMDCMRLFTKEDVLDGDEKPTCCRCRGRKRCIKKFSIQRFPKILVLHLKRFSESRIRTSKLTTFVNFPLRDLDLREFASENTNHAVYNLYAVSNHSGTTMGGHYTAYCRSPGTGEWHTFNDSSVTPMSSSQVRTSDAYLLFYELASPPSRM
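Deubiquitinase activity read as fluorescence (485/531 nm) after Ub-CHOP2 cleavage activates the enterokinase reporter on its substrate; USP2 core 10nM, Ub-CHOP2 and substrate 25nM each, 30min compound preincubation then 60min RT; data normalized to NEM, curves fitted.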
TRPV1 agonist: agonists of human vanilloid receptor 1 (TRPV1); TRPV1-expressing cells, Fluo-8 calcium influx, agonist mode; AID 540275; activation, % at 8.33 µM; actives 0.19% (n = 320,000); in the data active means activation above about 80%; inconclusive means between about 30% and that limit; further: 0% is about no effect
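Cells expressing TRPV1 were dye-loaded with Fluo-8 and read kinetically: 10 s baseline, 3 min after compound (agonist portion), then 2 min after EC20 capsaicin (allosteric enhancer portion). Calcium-bound dye fluorescence at 480/520 nm.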
p53 reactivator: re-activators of mutant p53. H1299 p53-A138V BP100-luciferase reporter, luminescence, 24 h. Potency, µM (top dose mostly 92.2 µM), without a hit: at the top dose activity change, positive = activation, most hits filed as activators. actives 0.063% (n = 320,000). AID 504706; further: potency means the concentration at half of the fitted maximal effect; % of control where 0% means no effect; nearly all actives have a fitted effect of over 45% in size
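H1299 (p53-null), stable ts p53-A138V + BP100-Luc; 1000 cells/well, Opti-MEM/10% FBS; cpd 4 pt, 1:5; 24 h, 37 deg C, 5% CO2; detection reagent 10 min RT; luminescence.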
uPA generation: blocks generation of uPA at the cell surface. Potency, µM (series often up to 38.3 µM), without a hit: at the top dose activity change, negative = inhibition, hits mostly inhibitors. cell surface uPA generation assay, qHTS. AID 540303. actives 0.31% (n = 330,000); active means well fitted inhibition curve with a large enough effect; inconclusive means small, poorly fitted or top-dose-only effect; inactive means no such curve, though single readings can be large or run the other way; tested in mouse RAW 264.7 cells; further: potency means the concentration at half of the fitted maximal effect; on the % scale 0 is the no-effect control and ±100 the full control effect; nearly all actives have a fitted effect of over 55% in size
Eya2 inh: inhibitors of human Eya2 phosphatase activity | AID 488837 | O00167 | recombinant Eya2, OMFP fluorescence dephosphorylation (OMFP is methylfluorescein phosphate) | actives 0.006% (n = 330,000) | Potency, µM (doses to about 76.9 µM), for inactives: at the highest dose activity, negative = inhibition, usual class: inhibitors; further: potency means the concentration at half of the fitted maximal effect; on the % scale 0 is the no-effect control and ±100 the full control effect
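Eya2 (0.2 uM) preincubated 10 min at ambient with compound, then OMFP substrate added at 50 uM; 10 min reaction in 50 mM HEPES pH 7.5, 50 mM NaCl, 5 uM MgCl2, 0.05% BSA, 1 mM DTT. Fluorescence read at Ex 485/Em 525 nm.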
ASM inhibitor: inhibitors of human secretory acid sphingomyelinase | placental ASM, HMU-PC fluorogenic substrate, 60 min | Potency, µM (titrated, usually from 57.5 µM), inactives show top-dose activity change, negative = inhibition, most hits filed as inhibitors | actives 0.006% (n = 340,000) | AID 504937; further: potency means the concentration at half of the fitted maximal effect
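Fluorescence read-out (Ex 386 nm, Em 447 nm) after stopping the reaction at pH 10. Enzyme: ASM from human placenta; substrate HMU-PC0, 9 uM final; 60 min, 37 °C. Compound preincubation 10 min, ambient temperature.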
B2AR arrestin: beta2AR (human) beta-arrestin recruitment activity; P07550; beta-arrestin recruitment to beta2AR, cell-based reporter; Potency, µM (doses to about 46.1 µM), for inactives: at the top dose activation, actives largely listed as activators; actives 0.02% (n = 330,000); AID 492947;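 further: potency means the concentration at half of the fitted maximal effect; 0% = DMSO controls and full agonism = EC100 isoproterenol or metaproterenol; nearly all actives have a fitted effect of over 65% in size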
a7 integrin act: activates integrin-mediated alleviation for muscular dystrophy. actives 0.064% (n = 350,000). AID 624291. alpha7betagal myoblasts, beta-gal FDG fluorescence, 48 h. Potency, µM (highest dose often 38.3 µM), for inactives: at the top dose activation, actives largely listed as activators;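 further: potency means the concentration at half of the fitted maximal effect; 100% = response of the positive control SU9516; nearly all actives have a fitted effect of over 60% in size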
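Alpha7betagal+/- myoblasts (passage 13) were plated 16-24 hr, then exposed to compounds (1:260 dilution of DMSO stock) for 48 hours at 37C. After MPER lysis, β-galactosidase reporter activity was read as FDG fluorescence (ex 480/em 540) after 30 minutes.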
BRCA1 expr act: increases BRCA1 expression; MCF7-BRCA1-FFLuc reporter, luminescence, 48 h; response scale: scaled: vehicle 0%, 10 µM genistein 100%; Potency, µM (top dose mostly 46.1 µM), inactives show at the highest dose activation, actives largely listed as activators; actives 1.1% (n = 380,000); AID 624202; further: potency means the concentration at half of the fitted maximal effect; nearly all actives have a fitted effect of over 80% in size; some results filed as inactive show a strong effect at the top dose
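Compounds are tested at multiple concentrations on MCF7 BRCA1-luciferase reporter cells seeded at 2000 per well; after 48 h, a single luminescence end-point is taken and curves fitted to the normalized data.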
TSG101-PTAP inh: blocks PTAP/TSG101 interaction to inhibit HIV-1 budding | Q99816 | Fluorescence polarization, FITC-PTAP peptide / Tsg101 binding | Potency, µM (titrated, usually from 115 µM), for the others: at the highest dose activity change, negative = inhibition, usual class: inhibitors | 340,000 tested, under 10 active | AID 493005; active means well fitted inhibition curve with a large enough effect in the main read-out, with a control signal flat, not every such curve was filed as active; inconclusive means small, poorly fitted or top-dose-only effect, or effect the other way, or a change in a side signal; inactive means no such curve, though single readings can be large or run the other way; further: potency means the concentration at half of the fitted maximal effect; % of control where 0% means no effect
Target sequence (Q99816 whole entry, looked up): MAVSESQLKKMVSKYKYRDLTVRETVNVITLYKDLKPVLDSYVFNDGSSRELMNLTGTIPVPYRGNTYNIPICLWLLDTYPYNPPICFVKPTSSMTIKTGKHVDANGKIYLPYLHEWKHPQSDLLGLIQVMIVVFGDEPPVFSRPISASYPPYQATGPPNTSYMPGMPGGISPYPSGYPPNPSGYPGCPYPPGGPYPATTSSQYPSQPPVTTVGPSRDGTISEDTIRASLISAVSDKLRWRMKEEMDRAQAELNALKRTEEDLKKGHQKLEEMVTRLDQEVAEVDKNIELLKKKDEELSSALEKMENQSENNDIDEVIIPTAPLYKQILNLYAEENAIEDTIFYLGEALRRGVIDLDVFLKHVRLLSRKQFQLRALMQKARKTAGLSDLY
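Fluorescence anisotropy tracks displacement of a FITC-tagged PTAP peptide (50 nM) from the Tsg101 binding domain (10 uM), following a 20 min room-temperature incubation at pH 7.5.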
An asterisk follows results filed as active; [ ] = another dose, or the depositor's remark. Unless noted, the call rests on the fitted dose curve; in most records, active means well fitted curve in the direction sought with a large enough effect; inconclusive means small, poorly fitted or top-dose-only effect, or another doubt; inactive means no such curve, though single readings can be large; an effect the other way counts as inactive or inconclusive.

Results for Cc1ccccc1-c1noc(-c2ccc(O)cc2)n1 ?
ELG1 genotoxic: inconclusive; USP2a inh: -8.4%; TRPV1 agonist: -2.3; p53 reactivator: inconclusive; uPA generation: 2.9%; Eya2 inh: -5.6%; ASM inhibitor: -1.7%; B2AR arrestin: 0.0%; a7 integrin act: -18.1%; BRCA1 expr act: 52.5%; TSG101-PTAP inh: 0.5%

Results for CCOc1ccc(-c2nnn(CC(=O)NCc3ccc4c(c3)OCO4)n2)cc1 ?
ELG1 genotoxic: 2.3%; USP2a inh: -2.0%; TRPV1 agonist: 1.9; p53 reactivator: 24.2%; uPA generation: -2.3%; Eya2 inh: -9.0%; ASM inhibitor: -1.5%; B2AR arrestin: -0.5%; a7 integrin act: 0.6%; BRCA1 expr act: 32.1%; TSG101-PTAP inh: 0.1%

How did O=C(Nc1nnc(Cc2ccc([N+](=O)[O-])cc2)s1)c1ccc2c(c1)OCO2 do in these assays?
ELG1 genotoxic: 6.0%; USP2a inh: -3.3%; TRPV1 agonist: -0.4; p53 reactivator: 4.3%; uPA generation: 2.3%; Eya2 inh: -26.5%; ASM inhibitor: -4.1%; B2AR arrestin: -0.4%; a7 integrin act: 23.1%; BRCA1 expr act: 0.0%; TSG101-PTAP inh: 2.4%

How did Cc1c(C(=O)NCc2nnc(-c3ccccc3)o2)oc2c(F)cccc12 do in these assays?
ELG1 genotoxic: 10.2%; USP2a inh: 5.0%; TRPV1 agonist: 5.2; p53 reactivator: -1.4%; uPA generation: 3.1%; Eya2 inh: -5.4%; ASM inhibitor: -6.4%; B2AR arrestin: -0.2%; a7 integrin act: -7.7%; BRCA1 expr act: -11.3%; TSG101-PTAP inh: 2.1%

How did CCN(c1cccc(C)c1)S(=O)(=O)c1ccc2c(c1)CCCN2C(C)=O do in these assays?
ELG1 genotoxic: -7.5%; USP2a inh: -2.2%; TRPV1 agonist: 3.0; p53 reactivator: -11.2%; uPA generation: -6.2%; Eya2 inh: -8.8%; ASM inhibitor: -2.2%; B2AR arrestin: -0.2%; a7 integrin act: -21.8%; BRCA1 expr act: -15.0%; TSG101-PTAP inh: inconclusive

What do the screens show for `C#CCOCCOCCOCCNc1nc(N2CCN(C(=O)[C@H](CCC(=O)O)n3cc(C(N)Cc4ccc(O)cc4)nn3)CC2)nc(N2CCN(C(=O)[C@H](CCC(=O)O)n3cc(C(N)Cc4ccc(O)cc4)nn3)CC2)n1` (some centres not stated)?
ELG1 genotoxic: 0.5%; USP2a inh: 0.9%; TRPV1 agonist: -6.1; p53 reactivator: -1.0%; uPA generation: 6.8%; Eya2 inh: -8.5%; ASM inhibitor: 2.0%; B2AR arrestin: -0.5%; a7 integrin act: 25.5%; BRCA1 expr act: 0.0%; TSG101-PTAP inh: -2.1%

What do the screens show for `Cc1ccc(CCN2CC(C(=O)NC3CCCCC3)CC2=O)cc1` (configuration not stated)?
ELG1 genotoxic: 0.2%[9.26 µM]; USP2a inh: 3.1%; TRPV1 agonist: 0.5; p53 reactivator: 4.7%; uPA generation: -10.6%; Eya2 inh: 10.6%; ASM inhibitor: 9.1%; B2AR arrestin: -0.1%; a7 integrin act: -1.5%; BRCA1 expr act: 16.0%; TSG101-PTAP inh: -0.4%

How did O=S(=O)(Nc1ccccn1)c1cc(Cl)ccc1Cl do in these assays?
ELG1 genotoxic: -3.0%; USP2a inh: -0.4%; TRPV1 agonist: -0.1; p53 reactivator: -0.1%; uPA generation: 7.2%; Eya2 inh: -0.3%; ASM inhibitor: -0.3%; B2AR arrestin: 0.5%; a7 integrin act: inconclusive; BRCA1 expr act: 9.2%; TSG101-PTAP inh: -2.8%

Results for O=C(O)c1cc2ccccc2c(=O)s1 ?
ELG1 genotoxic: -1.1%; USP2a inh: -0.6%; TRPV1 agonist: 0.9; p53 reactivator: -3.7%; uPA generation: -1.7%; Eya2 inh: 14.6%; ASM inhibitor: 5.5%; B2AR arrestin: -0.1%; a7 integrin act: -5.9%; BRCA1 expr act: 0.0%; TSG101-PTAP inh: -7.0%

Results for CCCN1CCN(C(=O)c2oc3ccccc3c2NC(=O)COc2ccc(OC)cc2)CC1 ?
ELG1 genotoxic: -9.8%; USP2a inh: 1.6%; TRPV1 agonist: 4.4; p53 reactivator: -5.9%; uPA generation: inconclusive; Eya2 inh: -11.1%; ASM inhibitor: -3.9%; B2AR arrestin: -0.1%; a7 integrin act: -23.8%; BRCA1 expr act: -1.3%; TSG101-PTAP inh: 0.9%

Results for O=C(NCCOC(=O)c1ccc(C(=O)OCCNC(=O)c2ccccc2)o1)c1ccccc1 ?
ELG1 genotoxic: 3.1%; USP2a inh: -2.1%; TRPV1 agonist: -3.7; p53 reactivator: 1.5%; uPA generation: 0.1%; Eya2 inh: -7.9%; ASM inhibitor: -0.2%; B2AR arrestin: -0.3%; a7 integrin act: -10.9%; BRCA1 expr act: 0.0%; TSG101-PTAP inh: 1.0%

What do the screens show for `O=C1c2cccnc2C(=O)N1Cc1ccc(Cl)cc1`?
ELG1 genotoxic: 2.3%; USP2a inh: 8.7%; TRPV1 agonist: -0.3; p53 reactivator: 0.5%; uPA generation: 0.4%; Eya2 inh: -7.1%; ASM inhibitor: 4.6%; B2AR arrestin: -0.2%; a7 integrin act: 7.4%; BRCA1 expr act: -16.5%; TSG101-PTAP inh: -8.8%

Results for CCS(=O)(=O)C(C)(CCl)C(=O)Nc1ccc(C(=O)OC)cc1 (configuration not stated) ?
ELG1 genotoxic: -2.4%; USP2a inh: -0.6%; TRPV1 agonist: -2.9; p53 reactivator: 0.0%; uPA generation: 0.7%; Eya2 inh: 3.9%; ASM inhibitor: -0.4%; B2AR arrestin: -0.3%; a7 integrin act: -9.0%; BRCA1 expr act: 5.3%; TSG101-PTAP inh: -0.2%

What do the screens show for `CC(Oc1ccc(Cl)cc1)C(=O)NCCCn1ccnc1` (configuration not stated)?
ELG1 genotoxic: -2.8%; USP2a inh: -5.0%; TRPV1 agonist: -6.6; p53 reactivator: 4.1%; uPA generation: 4.3%; Eya2 inh: -0.5%; ASM inhibitor: -3.8%; B2AR arrestin: 0.3%; a7 integrin act: 6.1%; BRCA1 expr act: 3.5%; TSG101-PTAP inh: -1.4%

How did COc1ccc(C2CC(c3ccc4ccccc4c3)=NN2C(=O)CN2CCC(C(N)=O)CC2)cc1 (configuration not stated) do in these assays?
ELG1 genotoxic: -11.0%; USP2a inh: -18.0%; TRPV1 agonist: 9.8; p53 reactivator: 11.9%; uPA generation: 5.1%; Eya2 inh: -9.0%; ASM inhibitor: -4.1%; B2AR arrestin: -0.2%; a7 integrin act: -34.3%; BRCA1 expr act: 69.1%; TSG101-PTAP inh: 0.7%

What do the screens show for `Cc1ccc([C@@H]2CC=C(C(=O)O)[C@H](c3ccc(Br)cc3)N2S(=O)(=O)c2ccc(C)cc2)cc1`?
ELG1 genotoxic: -0.4%; USP2a inh: -16.9%; p53 reactivator: -6.7%; uPA generation: 1.1%; Eya2 inh: -5.5%; ASM inhibitor: -10.1%; B2AR arrestin: 0.4%; a7 integrin act: -5.3%; BRCA1 expr act: 21.1%; TSG101-PTAP inh: -9.8%

How did COc1ccc2[nH]cc(CCNC(=O)Cc3c(F)cccc3Cl)c2c1 do in these assays?
ELG1 genotoxic: -1.6%; USP2a inh: 1.2%; TRPV1 agonist: 18.7; uPA generation: 3.6%; Eya2 inh: -16.6%; ASM inhibitor: 7.6%; B2AR arrestin: -0.5%; a7 integrin act: 6.9%; BRCA1 expr act: 13.5%; TSG101-PTAP inh: -0.8%

What do the screens show for `CC1(C)CC(=O)C(C2(O)C(=O)N(Cc3ccccc3)c3ccccc32)CO1` (configuration not stated)?
ELG1 genotoxic: 1.0%; USP2a inh: -0.8%; TRPV1 agonist: -0.7; p53 reactivator: 1.2%; uPA generation: -3.1%; Eya2 inh: 11.4%; ASM inhibitor: -0.8%; B2AR arrestin: 0.1%; a7 integrin act: -43.6%[inhibitor]; BRCA1 expr act: -1.8%; TSG101-PTAP inh: -0.8%

Results for C1CCC(NC2=NCCC2)CC1 ?
ELG1 genotoxic: -2.9%; USP2a inh: 2.4%; TRPV1 agonist: -7.7; p53 reactivator: 6.5%; Eya2 inh: -1.1%; ASM inhibitor: 0.2%; B2AR arrestin: -0.1%; a7 integrin act: 16.5%; BRCA1 expr act: 8.4%; TSG101-PTAP inh: 6.5%
